# Bioassay records from PubChem.
# mouse EphA4 binding = EphA4 ligand-binding antagonists – biochemical, colorimetric, mouse EphA4, primary screen (AID 689); EphA4-AP binding to KYL peptide, pNPP A405; higher % means a stronger effect; hit rate 0.1% among 62,000; one-dose inhibition, % at 10 µM; IC50 in µM for titrated hits; in the data active = a potency from the dose series; inactive = the rest, 99 in 100 with inhibition below about 22%
# The depositor's hits bear a star. The list is partial; count on the stated rates, not on these rows.
SMILES,mouse EphA4 binding
COc1cc2c(cc1OC)C(C)N(C(=O)c1cc3ccccc3o1)CC2 (centres undefined),-6%
O=C(CSc1nnc(CSc2nc3ccccc3s2)o1)NC1CCCCC1,4%
Cc1cc(C(=O)OCC(=O)NCc2ccco2)c(C)n1-c1ccc(F)cc1,-8%
COc1cc(C2=NOC(C(=O)NC3CCCCC3)C2)cc(OC)c1OC (centres undefined),-2%
CC1(C)CC2CC(C)(CN2C(=O)C23CCC(C)(C(=O)O2)C3(C)C)C1 (centres undefined),-11%
c1ccc2c(NCC3CCCO3)nc(-c3ccncc3)nc2c1 (centres undefined),-19%
Cc1noc(C)c1CSc1nc2ccccc2nc1NS(=O)(=O)c1ccc(Cl)cc1,3%
CC(=O)c1cccc(NC2C=CS(=O)(=O)C2)c1 (centres undefined),-5%
CC(=O)Nc1sc2c(c1C(c1cccs1)N1CCOCC1)CCCC2 (centres undefined),-10%
CCOc1cc(N2CCOCC2)c(OCC)cc1NC(=O)COc1ncnc2ccccc12,-11%
COc1ccc(-c2csc(Nc3ccccc3)n2)cc1,-7%
CCOC(=O)Oc1ccc2c(=O)c(Oc3ccccc3Br)coc2c1,14%
COc1ccc(N2C(N)=NC(N)=NC2(C)C)cc1,1%
CN1c2ccccc2-c2nc3ccccc3n2C1c1ccccn1 (centres undefined),15%
Cc1noc(C)c1CSc1nnc2ccccn12,2%
Cc1c(Br)cccc1NC(=O)c1sccc1-n1cccc1,-20%
CCOc1cccc2cc(-c3csc(NC(=O)CCC(=O)N4CCC(C)CC4)n3)c(=O)oc12,-5%
COCCNC(=O)CN(C(=O)CCC(=O)Nc1nccs1)c1ccccc1OC,-10%
Cc1ccc(C(=O)OCC(=O)Nc2ccccc2C(F)(F)F)cc1S(=O)(=O)N1CCOCC1,-1%
NC(N)=N/N=C/c1ccccc1,-40%

# 2 successive entries from above:
SMILES,mouse EphA4 binding
Cc1ccc(C(=O)OCC(=O)Nc2ccccc2C(F)(F)F)cc1S(=O)(=O)N1CCOCC1,-1%
NC(N)=N/N=C/c1ccccc1,-40%

# Grouped by structure: those above with a furan ring, fused or not (two)
SMILES,mouse EphA4 binding
COc1cc2c(cc1OC)C(C)N(C(=O)c1cc3ccccc3o1)CC2 (centres undefined),-6%
Cc1cc(C(=O)OCC(=O)NCc2ccco2)c(C)n1-c1ccc(F)cc1,-8%

# The results go on:
SMILES,mouse EphA4 binding
CCOC(=O)CC1Sc2ccccc2NC1=O (centres undefined),5%
COCCCn1c(-c2ccco2)nc2ccccc2c1=O,3%
NNC(=O)CNC(=O)c1cccc(Br)c1,-13%
CCC(CC)c1nnc(NC(=O)CN2C(=O)C3C4C=CC(C4)C3C2=O)s1 (centres undefined),2%
COCc1c(C)cc(C)c(/C=N/O)c1C,-10%
COC(=O)c1ccc(CSc2nnc3c(Cl)cc(Cl)cn23)o1,-20%
[O-][n+]1onc2c3ccnnc3ccc21,-12%
O=Cc1ccc(OCC(O)Cn2c3ccccc3c3ccccc32)cc1 (centres undefined),7%
CC1=C(c2ccccc2)[N+](=O)C2(CCCC2)N1[O-],0%
CC(C)OC(=O)c1cc(C(=O)c2cc(F)ccc2O)coc1=N,-12%
Cc1nn(C(C)(C)C)c(OC(=O)C2CCCC2)c1S(=O)(=O)c1ccccc1,-8%
O=C1/C(=C/c2ccc(N3CCOCC3)o2)SC(=Nc2ccccc2)N1CCc1c[nH]c2ccccc12,9%
O=S(=O)(c1ccccc1)c1cnc(-c2cccnc2)nc1-c1ccccc1,-5%
COc1ccc2nc(NC(=O)COc3ccc(Cl)cc3)sc2c1,8%
O=C(NCc1ccc2c(c1)OCO2)c1ccc2c(c1)OCCO2,4%
COC(=O)c1ccccc1NC(=O)c1cnc2sccn2c1=O,0%
COC(=O)c1cc2n(n1)CCN(Cc1ccccc1F)C2=O,15%
CCC(=O)Nc1cccc(NC(=O)c2ccc([N+](=O)[O-])cc2)c1,2%
Cc1ccc(Sc2c(C)[nH]n(C(C)(C)C)c2=O)cc1,-8%
O=C(NC(=S)Nc1ccc(Cl)cn1)C(c1ccccc1)c1ccccc1,10%

# Arranged by molecular weight (smallest number first): 5 of the compounds above.
SMILES,mouse EphA4 binding
COCc1c(C)cc(C)c(/C=N/O)c1C,-10%
Cc1ccc(Sc2c(C)[nH]n(C(C)(C)C)c2=O)cc1,-8%
COCCCn1c(-c2ccco2)nc2ccccc2c1=O,3%
CC(C)OC(=O)c1cc(C(=O)c2cc(F)ccc2O)coc1=N,-12%
O=C(NC(=S)Nc1ccc(Cl)cn1)C(c1ccccc1)c1ccccc1,10%

# Continued.
SMILES,mouse EphA4 binding
O=C(NCc1ccco1)c1cc(-c2ccc3c(c2)OCO3)on1,-10%
COc1ccc(CC(=O)c2ccc(C(=O)Cc3ccc(OC)c(OC)c3)cc2)cc1OC,-1%
O=[N+]([O-])c1ccc(C=Nc2ccc(Cl)cc2Cl)s1,-10%
COC(=O)c1ccc(S(=O)(=O)N2C3CCC2CC(NC(=O)C2CC2)C3)cc1 (centres undefined),-4%
Cc1cccc(NC(=S)NNC(=O)CC(C)O)c1C (centres undefined),-7%
O=C(O)C1CC=CCC1C(=O)N1CCN(c2nc(-c3ccccc3)c3ccccc3n2)CC1 (centres undefined),0%
O=C(NC(=S)Nc1ccc(-c2nc3ccccc3[nH]2)cc1)c1ccco1,0%
CCOCCCn1c(=S)[nH]c2cc(C(=O)N3CCC(C(N)=O)CC3)ccc2c1=O,-2%
CCCCN1C(=O)NC(NC(=O)c2ccco2)(C(F)(F)F)C1=O (centres undefined),-7%
COCCN(C(=O)Nc1ccc(OC)cc1OC)C1CCN(C(C)=O)CC1,-8%
COC(=O)c1cc(OC)c(OC)cc1-n1cnc2cc(OC)c(OC)cc2c1=O,-2%
COc1ccc(C(F)(F)F)cc1N/C=C\c1nnnn1-c1ccc(C)cc1,-7%
CCn1c(-c2ccc3ncccc3c2)n[nH]c1=S,-10%
CCOC(=O)C1CCN(C(=O)c2cccnc2Cl)CC1,0%
Cc1cc(O)c(/C=N/Nc2cccc(Cl)c2)c(=O)o1,-4%
O=C(NCCNC1CCN(Cc2ccccc2)CC1)c1cccs1,0%
COC(=O)c1sccc1NC(=O)c1cccc(OC)c1,2%
Cc1ccc(-c2nnc(-c3ccccc3S(=O)(=O)Cc3ccc(Cl)cc3)o2)cc1,-14%
COCc1nnc(NC(=O)CCN2C(=O)c3ccccc3C2=O)s1,-15%
CC(=O)N1C(=O)N(C(C)=O)C2C1N(C(C)=O)C(=O)N2C(C)=O (centres undefined),-14%
O=C(Nc1c(F)cc(F)cc1Br)c1cc(-c2ccco2)on1,-3%
Cc1cccc(OCc2nnc3n2CCCCC3)c1,-15%
CCN1C(=O)/C(=C/C=C2/SCCN2C)SC1=S,-8%
CCOC(=O)C1=C(C)N=C2SCCC(=O)N2C1c1cccs1 (centres undefined),-12%
O=C1CCCc2c1[nH]c1ccccc21,5%
Cc1ccc(S(=O)(=O)N(C)Cc2ccc(-c3nnc4n3CCC4)cc2)cc1,-2%
Cc1ccccc1NC(=O)OCc1cn(-c2ccc(Cl)cc2)nn1,-9%
CCc1ccc(NC(=O)C(=O)NCCN2CCOCC2)cc1,4%
COc1ccccc1NC(=O)C12CC3CC(C1)CC(c1ccc(C)cc1)(C3)C2,-2%
O=C(NCc1ccccc1)C(C(=O)c1ccc(F)cc1)n1ccccc1=O (centres undefined),-20%
COc1ccc(C(=O)Cc2cc(OC)c(OC)cc2[N+](=O)[O-])cc1,-19%
CC12CCC(C(=O)NC(c3ccccc3)c3ccccc3)(OC1=O)C2(C)C (centres undefined),-13%
COc1ccc(C(=O)NCc2ccc(C)cc2)cc1S(=O)(=O)N1CCCc2ccccc21,-8%
COc1ccc(NC(=O)CN(c2ccc(Cl)cc2)S(C)(=O)=O)cc1OC,4%
CCOC(=O)Cn1c(=O)sc2ccccc21,-7%
COc1cc(/C=C/c2nc(O)c([N+](=O)[O-])c(=O)[nH]2)ccc1OCc1ccccc1,2%
Cn1c(/N=C/c2c(O)ccc3ccccc23)nc2ccccc21,23%
Cc1cc(=O)oc(C)c1C(=O)NCc1ccccn1,-18%
Cc1cc(C)n(-c2ccc(C(=O)OCC(=O)Nc3ccc(S(=O)(=O)N4CCCCC4)cc3)cc2)n1,4%
CCn1c(=O)cc(SCC(=O)N2CCCCC2)c2ccccc21,-10%
COCCOC(=O)c1c(C)oc2ccc(OCC(=O)C(C)(C)C)cc12,3%
CCCCCCc1cc2cc(C(=O)NC)c(=N)oc2cc1O,3%
COC(=O)C1=C(C)NC2=C(C(=O)c3ccccc32)C1c1ccc(I)o1 (centres undefined),-2%
Oc1[nH]c2ccccc2c1C1=NCCCC1,-3%
CCN(CC)C(=O)c1scc2c1OCCO2,6%
CN1C(=O)NC2C1N(S(C)(=O)=O)CCN2S(C)(=O)=O (centres undefined),-4%
CCOc1cc(C2C(C(=O)c3ccc(C)cc3)=C(C(=O)OC)Nc3nnnn32)ccc1O (centres undefined),1%
CC12CCC(c3nnc(SCC(=O)Nc4cccc5ccccc45)nc31)C2(C)C (centres undefined),-2%
CCc1nn2c(N)c(/C=C3/C=Nc4ccccc43)c(=O)nc2s1,-8%
C=CCn1c(=O)c2ccccc2n2c(SCC(N)=O)nnc12,-9%
COc1cccc(C2/C(=C(/O)c3ccc(F)cc3)C(=O)C(=O)N2CCN(C)C)c1 (centres undefined),-5%
COc1cccc(-c2nn3c(-c4cc(C)[nH]n4)nnc3s2)c1,2%
N#CCCn1nc(-c2ccccc2)cc1Nc1ccccc1NC(=O)c1cccs1,3%
Cc1ccc(-c2noc(C3CCCN(C(=O)C4CCCCC4)C3)n2)o1 (centres undefined),-5%
CC1=Nc2ccc(C)cc2N(Cc2ccccc2)C(=O)C1,3%
COC(=O)CN(c1ccc(F)cc1)S(=O)(=O)c1ccccc1,-2%
CCN(CC)CCN=CC1=C(O)CNC1=O,-4%
CC(Oc1ccccc1)C(=O)Nc1cccc(Br)c1 (centres undefined),-4%
CC1CC(C)(C)N2C(=O)C3(Nc4ccccc4S3)c3cccc1c32 (centres undefined),-3%
CCOC(=O)CSCC(NC(=O)OC(C)(C)C)C(=O)OCC (centres undefined),-5%

# Of the compounds above, these have a tert-butyl group:
SMILES,mouse EphA4 binding
Cc1nn(C(C)(C)C)c(OC(=O)C2CCCC2)c1S(=O)(=O)c1ccccc1,-8%
Cc1ccc(Sc2c(C)[nH]n(C(C)(C)C)c2=O)cc1,-8%
COCCOC(=O)c1c(C)oc2ccc(OCC(=O)C(C)(C)C)cc12,3%
CCOC(=O)CSCC(NC(=O)OC(C)(C)C)C(=O)OCC (centres undefined),-5%

# (next part)
SMILES,mouse EphA4 binding
C=CCn1c(COc2ccccc2)nnc1SCC(=O)Nc1ccc(S(N)(=O)=O)cc1,-33%
O=C(CSc1nnc(NCc2ccccc2)s1)c1ccco1,-11%
COc1ccc(N(Cc2cc3cc(OC)ccc3[nH]c2=O)C(=O)c2cccnc2)cc1,-9%
CCN(CCNC(=O)c1ccc2nc(-c3ccccc3NC(C)=O)c(=O)[nH]c2c1)c1ccccc1,-39%
COc1ccc2nc(SCC(=O)N3CCCCCC3)c(C#N)cc2c1,-11%
Cc1cc2ccccc2c(=O)n1CC(=O)NCC(=O)N1CCCC1,-13%
CC(C)C(=O)Nc1ccnc(-c2cccnc2)n1,-12%
O=C(c1ccco1)N1CCN=C1SCc1c(F)cccc1Cl,5%
COc1cc(/C=C2/SC(=S)N(c3ccccc3)C2=O)ccc1OC(=O)c1cccc(C)c1,-16%
O=c1n(Cc2c(F)cccc2Cl)c2ccccc2n1Cc1c(F)cccc1Cl,-17%
COc1ccc(S(=O)(=O)Nc2ccccc2OC)cc1,-3%
CC(CCc1ccccc1)NC(=O)C1CCN(C(=O)c2sccc2-n2cccc2)CC1 (centres undefined),-6%
O=C(O)c1c[nH]c2ccc(S(=O)(=O)N3CCOCC3)cc12,-4%
CCOC(=O)C(CC)(CC)C(=O)/C=C/c1ccc(Br)cc1,1%
CC(=O)Nc1c(-c2ccccc2)nc2ncccn12,-27%
C#CC(=O)N(c1cccc(OC)c1)C(C(=O)NC1CCCC1)c1cccs1 (centres undefined),4%
COc1ccc(C2Nc3ccccc3C(=O)N2Cc2ccccc2)cc1Cn1nc(C)c(Br)c1C (centres undefined),2%
CCOC(=O)C1CCN(Cc2oc(CO)cc(=O)c2O)CC1,-1%
Cc1cc(C(=O)OCC(=O)Nc2ccc(S(=O)(=O)N3CCOCC3)cc2)c(C)o1,-4%
COc1ccc(N2CCn3c2nc2c3c(=O)n(CCN3CCOCC3)c(=O)n2C)cc1,0%
CCn1c(COc2cccc(C)c2C)nnc1SCC(=O)N1CCN(c2ccc(OC)cc2)CC1,0%
COc1ccc(Oc2nc(C)cc(C)c2S(C)(=O)=O)cc1,7%
O=C1NCCN1C(=O)c1ccco1,-9%
Cc1cc(C)n2c(SCC(=O)N(C)C3CCS(=O)(=O)C3)nnc2n1 (centres undefined),-4%
Cc1n[nH]c(=O)nc1NCCN(C)C,-1%
Cn1c(C(=O)NCCCN2CCCCC2)cc2sccc21,-10%
Cc1c(C(=O)NCCSCc2c(Cl)cccc2Cl)cccc1[N+](=O)[O-],-1%
CCN(CC)c1ccc(NC(=O)c2cc(I)ccc2Cl)cc1,13%
CC(C)CN1C(=O)/C(=C/c2ccc(F)cc2)SC1=S,-3%
CCc1ccc(/C=C2\CN(CC)Cc3c2nc2ccccc2c3C(=O)O)cc1,5%
FC(F)(F)c1cccc(NC(=S)N2CCN(c3cccc(C(F)(F)F)c3)CC2)c1,-11%
COc1ccc(-c2nc(CSCC(=O)NCc3ccc4c(c3)OCO4)c(C)o2)cc1,-8%
CCOC(=O)c1c(-c2ccccc2)oc2ccc(OC(=O)C(C)(C)C)cc12,-13%
Cc1nc(N2CCN(C(c3ccccc3)c3ccccc3)CC2)nc2c1C(=O)CCC2,-3%
COc1ccc(OC)c(Nc2cc(C)nc3ccccc23)c1,-27%
O=C(CNC(=O)c1ccc(Br)cc1)NCCc1nc2ccccc2[nH]1,6%
Cn1c2c(c(=O)n(C)c1=O)C(NC(=O)C(C)(C)C)(C(F)(F)F)C(=O)N2 (centres undefined),-3%
COc1ccc(OCCNS(=O)(=O)c2ccc3oc4ccccc4c3c2)cc1,-2%
